FLuc modulator: inhibits or activates purified firefly luciferase, miR-21 counter-screen | purified FLuc, Km substrates, luminescence inhibition | Potency, µM (top dose mostly 57.5 µM), without a hit: top-dose activity change, negative = inhibition, most hits filed as inhibitors | 360,000 compounds, 6.9% hits | AID 588342;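 note: plate controls were vehicle for no effect and reference inhibitor for full effect; nearly all actives have a fitted effect of over 55% in size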
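Biochemical qHTS of compounds, final roughly 60 µM downward over six points, against 10 nM purified firefly luciferase using Km concentrations of substrates (10 uM D-luciferin, 10 uM ATP) in Tris acetate pH 7.5 buffer; luminescence output.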
NPC1 prom act: activates the NPC1 promoter; Huh7 NPC1 promoter luciferase reporter, 24 h; Potency, µM (doses to about 9.22 µM), for inactives: at the top dose activation, actives largely listed as activators; 320,000 compounds, 2.4% hits; AID 485313;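 note: % of control where 0% means no effect; nearly all actives have a fitted effect of over 60% in size; reporter is driven by a mutant NPC1 promoter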
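Stable NPC1-promoter luciferase Huh7 line; cpd (DMSO) 24 h, 37 °C, 5% CO2; Amplite luciferase reagent 10 min RT; luminescence readout. qHTS format.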
RORgamma inh: blocks mouse ROR gamma transcriptional activity | P51450 | Drosophila S2 Gal4-RORgamma UAS-luciferase reporter, 20 h | Potency, µM (highest dose often 53.6 µM), for the others: at the highest dose activity change, negative = inhibition, usual class: inhibitors | 310,000 compounds, 5.4% hits | AID 2551; note: % is set by controls: 0 for no effect and ±100 for the full control effect; nearly all actives have a fitted effect of over 60% in size
Target sequence (P51450 whole entry, looked up, the tested form may be a part): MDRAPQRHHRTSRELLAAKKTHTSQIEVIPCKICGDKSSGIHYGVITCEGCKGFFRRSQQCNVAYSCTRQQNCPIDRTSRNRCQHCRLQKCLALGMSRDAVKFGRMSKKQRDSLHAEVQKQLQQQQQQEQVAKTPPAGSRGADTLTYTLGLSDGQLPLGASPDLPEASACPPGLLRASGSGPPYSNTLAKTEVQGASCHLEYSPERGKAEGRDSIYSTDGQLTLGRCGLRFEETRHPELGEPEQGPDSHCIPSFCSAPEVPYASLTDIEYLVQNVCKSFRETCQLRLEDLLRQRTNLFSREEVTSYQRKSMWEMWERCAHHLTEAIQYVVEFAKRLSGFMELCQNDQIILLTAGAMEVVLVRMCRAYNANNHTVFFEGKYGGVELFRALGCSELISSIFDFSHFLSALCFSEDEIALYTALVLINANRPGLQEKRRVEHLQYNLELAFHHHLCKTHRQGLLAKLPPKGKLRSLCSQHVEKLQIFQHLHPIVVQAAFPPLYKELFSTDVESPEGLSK
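Using a luciferase readout, inhibitors were identified by reduced reporter activity in Drosophila cells coexpressing a copper-inducible Gal4–ROR gamma fusion and UAS-driven Photinus luciferase, incubated 20 hr after 700 uM copper sulfate.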
Gal4-VP16 FLuc: inhibits Gal4-VP16 luciferase reporter, ROR gamma counter-screen; 310,000 compounds, 3.5% hits; Potency, µM (top dose mostly 53.6 µM), for the others: at the highest dose activity, negative = inhibition, usual class: inhibitors; Drosophila S2 Gal4-VP16 UAS-luciferase, luminescence, 20 h;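 note: Gal4-VP16 expression switched on by copper sulfate through the metallothionein promoter; % is set by controls: 0 for no effect and ±100 for the full control effect; nearly all actives have a fitted effect of over 50% in size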
MBNL1-CUG inh: inhibitors of human MBNL1 binding to CUG repeat RNA | Q9NR56 | Potency, µM (top dose mostly 57.5 µM), without a hit: top-dose activity change, negative = inhibition, actives largely listed as inhibitors | TR-FRET MBNL1-His/biotin-(CUG)12 binding, 665/545 ratio | 280,000 compounds, 0.036% hits | AID 2675; active = well fitted inhibition curve with a large enough effect in the signal ratio, with a control signal flat, not every such curve was filed as active; inconclusive = small, poorly fitted or top-dose-only effect, or effect the other way, or a change in a side signal; inactive = no such curve, though single readings can be large or run the other way; the % refers to the signal ratio; note: % is set by controls: 0 for no effect and ±100 for the full control effect
Target sequence (Q9NR56 whole entry, looked up): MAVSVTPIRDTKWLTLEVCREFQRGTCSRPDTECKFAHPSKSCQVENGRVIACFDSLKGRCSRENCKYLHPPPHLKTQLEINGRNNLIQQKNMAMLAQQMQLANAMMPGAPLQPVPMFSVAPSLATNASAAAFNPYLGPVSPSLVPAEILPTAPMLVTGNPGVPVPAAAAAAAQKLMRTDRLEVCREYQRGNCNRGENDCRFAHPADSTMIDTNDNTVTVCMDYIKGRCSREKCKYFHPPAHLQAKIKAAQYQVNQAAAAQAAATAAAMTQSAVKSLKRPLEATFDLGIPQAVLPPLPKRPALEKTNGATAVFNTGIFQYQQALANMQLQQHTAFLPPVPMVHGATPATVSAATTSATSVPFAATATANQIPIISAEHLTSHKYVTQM
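Compounds (final 92 nM to 58 uM) are added to His-tagged MBNL1 and biotin-(CUG)12, then terbium anti-His antibody and streptavidin-XL665 (5 nM final). After 60 min at room temperature, the 665/545 nm ratio is read.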
p53 reactivation: re-activators of mutant p53; Potency, µM (top dose mostly 92.2 µM), for the others: top-dose activity change, positive = activation, usual class: activators; 320,000 compounds, 0.063% hits; H1299 p53-A138V BP100-luciferase reporter, luminescence, 24 h; note: % of control where 0% means no effect; nearly all actives have a fitted effect of over 45% in size
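H1299 (p53-null), stable ts p53-A138V + BP100-Luc; 1000 cells/well, Opti-MEM/10% FBS; cpd 4 pt, 1:5; 24 h, 37 deg C, 5% CO2; detection reagent 10 min RT; luminescence.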
uPA generation: inhibitors of cell surface uPA generation | AID 540303 | cell surface uPA generation assay, qHTS | 330,000 compounds, 0.31% hits | Potency, µM (series often up to 38.3 µM), for inactives: top-dose activity change, negative = inhibition, hits mostly inhibitors; active = well fitted inhibition curve with a large enough effect; inconclusive = small, poorly fitted or top-dose-only effect; inactive = no such curve, though single readings can be large or run the other way; tested in mouse RAW 264.7 cells; note: % is set by controls: 0 for no effect and ±100 for the full control effect; nearly all actives have a fitted effect of over 55% in size
Rab9 promoter act: Rab9 promoter activation. Huh7 Rab9 promoter-luciferase reporter, luminescence, 24 h. Potency, µM (series often up to 9.22 µM), inactives show at the top dose activation, negative = inhibition, most hits filed as activators. 320,000 compounds, 2.8% hits. AID 485297; note: % of control where 0% means no effect; nearly all actives have a fitted effect of over 60% in size
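Luciferase signal after 10 min detection reagent at ambient indicates Rab9 promoter upregulation; stably transfected Huh7 cells were treated 24 h with compound in DMSO at 37 °C, 5% CO2.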
BRCA1 expr up: increases BRCA1 expression. MCF7-BRCA1-FFLuc reporter, luminescence, 48 h; response scale: scaled: vehicle 0%, 10 µM genistein 100%. Potency, µM (titrated, usually from 46.1 µM), inactives show at the top dose activation, most hits filed as activators. AID 624202. 380,000 compounds, 1.1% hits; note: nearly all actives have a fitted effect of over 80% in size; some results filed as inactive show a strong effect at the top dose
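Cells: MCF7-BRCA1-FFLuc, 2000/well. Exposure: 48 h, 37 °C, 5% CO2. Read: luminescence, 15 min post-substrate. Controls: genistein 10 microM (maximal activation), DMSO (neutral).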
ELG1 genotoxic: induces genotoxicity in HEK293T cells with luciferase-tagged ELG1; AID 504466; Potency, µM (top dose mostly 46 µM), for the others: top-dose activity change, positive = activation, most hits filed as activators; HEK293T ELG1-luciferase reporter, luminescence, 16 h; 330,000 compounds, 1.3% hits; note: % of control where 0% means no effect; nearly all actives have a fitted effect of over 60% in size
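DMSO vehicle served as control against compound-treated ELG1-luciferase HEK293T cells; exposure lasted 16 hr at 37 °C and 5% CO2, followed by ONE-Glo luminescence detection after 30 min.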
Active calls of the source: *; ? = inconclusive; · = not tested or not shown; [ ] = remark or other dose. Unless noted, calls come from the whole dose curve; as a rule, active = well fitted curve in the direction sought with a large enough effect; inconclusive = small, poorly fitted or top-dose-only effect, or another doubt; inactive = no such curve, though single readings can be large; an effect the other way counts as inactive or inconclusive. Potency is the fitted concentration of half-maximal effect.

Screens in order: FLuc modulator, NPC1 prom act, RORgamma inh, Gal4-VP16 FLuc, MBNL1-CUG inh, p53 reactivation, uPA generation, Rab9 promoter act, BRCA1 expr up, ELG1 genotoxic
CCCSc1nc(-c2ccccc2)cc(C(F)(F)F)c1C#N
    -8%, -1%, 11%, -5%, 3%, -1%, ·, 1%, -53%, -1%
O=C(NCc1ccccc1)C(c1ccc(Cl)cc1)N(C(=O)c1csnn1)C1CC1 (stereo not given)
    1%, -3%, 9%, -3%, 16%, -3%, -3%, -9%, -26%, -4%
Cc1ccccc1Nc1nc(N)nc(CSc2nnnn2C)n1
    ?, 3.5µM*, 16%, 9%, -1%, 26%, ?, 2.5µM*, 88%, ?
O=C(CN1C(=O)c2ccccc2C1=O)N1CCN(c2ccccn2)CC1
    4%, -1%, -23%, 6%, ?, 6%, ·, 2%, 19%, -2%
CC(=O)SCCC(=O)Nc1ccccc1
    -2%, -2%, 9%, 4%, -3%, 3%, 9%, 1%, -1%, -10%
Cc1sc2ncnc(NC(C)C(=O)O)c2c1C (stereo not given)
    -18%, -3%, -10%, -5%, -14%, 2%, -2%, 11%, -3%, 3%
COc1cc(OC)cc(C(=O)N[C@H](C(=O)Nc2nc(-c3cc(OC)ccc3OC)cs2)C(C)C)c1
    -4%, -7%, -14%, 5%, ·, -5%, 5%, -3%, -16%, -10%
CC1(C)CC(=O)c2c(O)cc(OCC(=O)NCCc3ccc(S(N)(=O)=O)cc3)cc2O1
    -2%, -5%, -1%, -5%, 2%, ·, 1%, -6%, -18%, 0%
CC/C(=N\NS(=O)(=O)c1ccc(C)cc1)c1ccco1
    3%, -2%, 17%, -13%, -2%, -2%, 0%, 3%, -9%, -3%
CC(Oc1cc2oc(=O)c3c(c2cc1Cl)CCC3)C(=O)NCc1ccncc1 (stereo not given)
    -3%, -5%, 15%, -17%, 3%, -2%, 2%, -4%, 17%, -1%
Cc1ccc(NC(=O)COC(=O)CC2CCCC2)cc1Cl
    ?, 6%, 6%, -19%, -5%, -2%, ·, 1%, ·, -1%
Cc1ccc(NC(=O)CCNS(=O)(=O)c2ccc3c(c2)oc(=O)n3C)cc1C
    4%, -2%, 0%, -1%, -3%, 1%, ·, 1%, 1%, 3%
Cc1cc(C(=O)N/N=C/c2ccncc2)c2ccccc2n1
    2%, 0%, -36%, -2%, 5%, -4%, 2%, -4%, 8%, -2%
Cc1ccc2c(SCC(=O)NCc3ccco3)nc(-c3ccc(F)cc3)nc2c1
    0%, 0%, -41%, 3%, 6%, 9%, -6%, 5%, -18%, 9%
O=C(CN1CCOCC1)Nc1ccccc1Sc1ccc(Cl)cc1
    3%, -2%, 15%, 3%, -5%, -6%, 5%, 5%, -44%, -3%
Cc1ccc(-n2[nH]c(C)c(/C=N/NC(=O)c3ccc([N+](=O)[O-])cc3)c2=O)c(C)c1
    ?, -32%[inhibitor], 1.8µM*, 5µM*, 13%, -1%, ·, -21%, ·, -7%
O=C(NCC1CCCO1)c1csc2c1CCCCC2 (stereo not given)
    -4%, -4%, 16%, 3%, -2%, 0%, -14%, 4%, 68%, 2%
COc1cc(/C=c2\sc3nc(=O)c(-c4ccccc4)nn3c2=O)ccc1OCCC(C)C
    1%, -3%, 22%, 1%, -6%, ?, 2%, -2%, 22%, 0%
Cc1ccc(-n2c(CSc3nc(C)cc(C)n3)n[nH]c2=S)cc1
    0%, 0%, 14µM*, -13%, 0%, 0%, 1%, -4%, -23%, 1%
O=C(Nc1ccc2c(c1)OCO2)N1CCN(c2ncccn2)CC1
    ?, 19%, 27%, -2%, -3%, 8%, ·, 14%, 36%, ?
Cc1ccc(C)c(N2CCN(C(=O)c3ccc(CSc4nc5ccncc5[nH]4)cc3)CC2)c1
    -1%, -2%, ?, -15%, -22%, 4%, -26%, -3%, -24%, -2%
CS(=O)(=O)Cc1cccc(C(=O)NC2CCSc3ccccc32)c1 (stereo not given)
    -1%, 2%, 14%, -16%, -6%, 6%, -1%, 0%, 16%, -15%
Nc1nc2n(n1)C(c1cccc(Cl)c1)CC(c1ccc(F)cc1)N2 (stereo not given)
    -1%, 0%, -2%, -3%, 5%, 0%, -64%, 11%, -2%, -4%
COc1ccc(S(=O)(=O)NCC2CCC(C(=O)N3CCC4(CC3)OCCO4)CC2)cc1 (stereo not given)
    -2%, -3%, -21%, 2%, 3%, -8%, -10%, -4%, -16%, -1%
COc1ccccc1C1CCN(c2ccc([N+](=O)[O-])c(OC)c2)CC1
    ?, 16%, 21%, 7%, ·, 11%, -3%, 17%, 32%, 4%
COC(=O)COc1ccc(C(=O)OC)cc1
    -1%, -3%, 12%[0.365 µM], ·, 0%, 6%, 5%, -3%, 2%, -2%
Cc1cccc(NC(=O)Cn2nc(C(F)(F)F)cc2C2CC2)c1
    6%, 0%, 23%, 2%, 5%, 0%, ·, -2%, 0%, -5%
CC1CCCCN1S(=O)(=O)c1ccc2c(c1)CCN2C(=O)C1CC1 (stereo not given)
    0%, -2%, -4%, 9%, -3%, -5%, -10%, -3%, -7%, -5%
O=C(Nc1ccccc1C(=O)NCCCN1CCOCC1)c1ccccc1
    3%, -2%, -44%, -2%, -3%, 8%, 2%, 0%, -6%, -9%
Cc1ccccc1N1CCN(C2CCCN(C(=O)CCN3CCCCO3)C2)CC1 (stereo not given)
    1%, 5%, ?, -5%, 0%, -9%, -2%, -1%, -19%, -1%
COCCCNc1nc(N)c([N+](=O)[O-])c(NC2CCCCC2)n1
    2%, -11%, ?, 2%, 2%, 2%, 1%, -1%[1.84 µM], -46%, 6%
CCOc1ccc(CCNC(=O)c2c(C)noc2C)cc1OCC
    -3%, -1%, ·, ·, ·, -8%, 6%, -1%, 6%, 10%
CC1(C)CCC(=O)N(c2ccccc2)C1=O
    -1%, -3%, -10%, -8%, -14%, -5%, 12%, 5%, -8%, 1%
CCCCn1c(N)c(N(CCOC)C(=O)CSCc2ccc(C)cc2)c(=O)[nH]c1=O
    6%, -5%, ·, ·, ·, -2%, -5%, 1%, 4%, -1%
O=C(CNC(=O)C12CC3CC(CC(C3)C1)C2)OCc1ccc(F)cc1Cl
    -2%, 2%, ·, ·, ·, 8%, -5%, 2%, -2%, -1%
COc1ccc(NC(=O)c2ccccc2NC(=O)COc2ccccc2)cc1
    -1%, -2%, 9%, 15%, 2%, -1%, 1%, 2%, 0%, 17%
Cc1ccc(C2/C(=C(/O)c3ccc4c(c3)CC(C)O4)C(=O)C(=O)N2CCCn2ccnc2)cc1 (stereo not given)
    1%, -1%, 23%, -13%, 11%, -1%, -8%, 12%, -5%, 2%
COc1ccccc1-c1nc(-c2ccccc2)nc(N2CCN(C)CC2)c1C#N
    2%, -6%, 14µM*, -19%, -7%, -4%, 1%, -9%, -4%, -10%
CCC(C(=O)NCC1CCCO1)N(Cc1ccccc1)C(=O)CNS(=O)(=O)c1ccccc1 (stereo not given)
    0%, -1%, 0%, 0%, -1%, -4%, -2%, 0%, -4%, 0%
CC1(C)Cc2ccccc2-c2nnc(-c3cccc(O)c3)n21
    -1%[2.3 µM], 0%, 21%, -7%, -5%, 17%, -4%, -5%, -18%, -8%

Structures listed so far printed as active in Rab9 promoter act:
smiles | NPC1 prom act | RORgamma inh | MBNL1-CUG inh | p53 reactivation | uPA generation | Rab9 promoter act | BRCA1 expr up
Cc1ccccc1Nc1nc(N)nc(CSc2nnnn2C)n1 | 3.5µM* | 16% | -1% | 26% | ? | 2.5µM* | 88%

Next section.
Screens in order: FLuc modulator, NPC1 prom act, RORgamma inh, Gal4-VP16 FLuc, MBNL1-CUG inh, p53 reactivation, uPA generation, Rab9 promoter act, BRCA1 expr up, ELG1 genotoxic
CN(C)CCNC(=O)/C(=N\O)c1ccccn1
    -1%, -2%, -11%, 7%, 0%, 1%, 0%, -11%, 0%, 0%
COc1ccc(COC(=O)C2CCN(C(=O)c3ccc(Cl)cc3)CC2)cc1F
    -2%, -9%, ·, ·, ·, -1%, ?, 2%, 30%, 0%
COc1ccc(-n2c(SCC(=O)NCC3CCCO3)nc3c(c2=O)SC(C)C3)cc1 (stereo not given)
    0%, -8%, -8%, 1%, ?, 0%, -1%, -2%, -4%, 3%
COc1cccc(CC(=O)OCC(=O)NCC(=O)Nc2cccc(C)c2C)c1
    4%, 7%, ·, ·, ·, -2%, -1%, 0%, -6%, -2%
CCOc1ccc(NC(c2ccccn2)c2oc(CO)cc(=O)c2O)cc1 (stereo not given)
    ?, 6%, -40%, -4%, ?, 25%, ?, 26%, ?, ?
COc1ccc2sc(-c3ccc(S(C)(=O)=O)cc3)c(C#CCO)c2c1
    ·, ·, ·, ·, ·, -10%, -4%, ·, -60%, -10%
COc1ccc(OC)c(N2C(=O)CC(Cc3ccc(Cl)cc3)C2=O)c1 (stereo not given)
    2%, -1%, ?, -3%, -6%, -7%, -1%, 1%, -30%, -6%
C=CCSc1nc2ccccc2n1C(=O)/C=C/c1ccc(OC)c(OC)c1
    -15%, -19%, 5µM*, 11µM*, 16%, 9%, ·, -8%, -89%[inhibitor], ?
Cn1c(N)c(C(=O)CSc2n[nH]c(N)n2)c(=O)n(C)c1=O
    0%, -3%, ·, ·, ·, 5%, 2%, -4%, -11%, 0%
